High-throughput results: PubChem, National Center for Advancing Translational Sciences (NCATS)
Glioma ERSR ind – inducers of ER stress response in human glioma cells. Potency, µM, for the others: top-dose activation, usual class: activators. hit rate 0.02% among 420,000. U87-MG GRP78 promoter luciferase reporter, 16 h; also: potency is read from the fitted curve at half-maximal effect; series mostly up to about 76 µM; % of control where 0% means no effect; nearly all actives have a fitted effect of over 35% in size
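Stably transfected U87-MG human glioma cells carrying a GRP78-based luminescent sensor were seeded at 1000 cells/well, pin-dosed with compounds and incubated 16 h. Luciferase reagent was then added, and end-point luminescence was read after 10 min at room temperature.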
Pol iota inh – inhibitors of human DNA polymerase iota; Q9UNA4; Pol iota fluorescent replication assay, 10 min; Potency, µM (series often up to 115 µM), inactives show at the top dose activity, negative = inhibition, hits mostly inhibitors; hit rate 1% among 390,000; AID 588590; also: potency is read from the fitted curve at half-maximal effect
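Fluorescent replication assay read twice, at 0 min and 10 min after adding 50 nM (final) substrate. Enzyme (10 nM) and compounds were first incubated 15 min at room temperature; enzyme-free buffer wells were negative controls.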
BLM helicase inh – blocks DNA unwinding by human BLM helicase. P54132. recombinant BLM DNA unwinding, fluorescence dequenching. Potency, µM (doses to about 56.1 µM), for the others: at the highest dose activity change, negative = inhibition, most hits filed as inhibitors. hit rate 0.2% among 350,000;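 also: potency is read from the fitted curve at half-maximal effect; plate controls were vehicle for no effect and no enzyme for full effect; nearly all actives have a fitted effect of over 35% in size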
POLK inh – blocks human DNA polymerase kappa activity; Q9UBT6; AID 588579; Potency, µM (top dose mostly 107 µM), without a hit: at the highest dose activity, negative = inhibition, hits mostly inhibitors; purified Pol kappa, fluorescent DNA synthesis assay, 10 min; hit rate 0.53% among 400,000; also: potency is read from the fitted curve at half-maximal effect; % is scaled to controls: 0 for no effect and ±100 for the full control effect
Target sequence (Q9UBT6 whole entry, looked up): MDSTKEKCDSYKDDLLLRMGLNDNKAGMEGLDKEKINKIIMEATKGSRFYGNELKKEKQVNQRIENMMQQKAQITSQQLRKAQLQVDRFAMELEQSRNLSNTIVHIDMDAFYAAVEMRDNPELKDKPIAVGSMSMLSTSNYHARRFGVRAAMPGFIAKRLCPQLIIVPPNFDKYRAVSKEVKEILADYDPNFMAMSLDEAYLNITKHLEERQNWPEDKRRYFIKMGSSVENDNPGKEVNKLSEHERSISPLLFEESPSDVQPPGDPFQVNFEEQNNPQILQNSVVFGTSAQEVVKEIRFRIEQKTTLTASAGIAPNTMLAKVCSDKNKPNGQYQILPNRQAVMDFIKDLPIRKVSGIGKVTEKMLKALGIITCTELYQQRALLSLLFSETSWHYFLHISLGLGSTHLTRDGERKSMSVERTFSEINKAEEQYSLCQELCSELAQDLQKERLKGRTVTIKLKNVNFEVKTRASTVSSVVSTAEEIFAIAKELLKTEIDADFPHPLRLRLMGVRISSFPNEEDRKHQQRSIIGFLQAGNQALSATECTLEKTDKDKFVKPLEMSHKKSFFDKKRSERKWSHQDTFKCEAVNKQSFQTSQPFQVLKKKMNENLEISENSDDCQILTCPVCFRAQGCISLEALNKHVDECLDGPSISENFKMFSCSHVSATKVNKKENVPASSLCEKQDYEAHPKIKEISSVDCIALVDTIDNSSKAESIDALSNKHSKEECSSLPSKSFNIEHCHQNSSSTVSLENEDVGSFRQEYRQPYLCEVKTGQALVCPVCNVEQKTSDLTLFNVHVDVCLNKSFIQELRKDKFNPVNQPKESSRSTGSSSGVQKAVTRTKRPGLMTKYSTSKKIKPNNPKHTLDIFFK
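Kinetic fluorescence screen: compound preincubated 15 min RT with 10 nM enzyme; 50 nM substrate (final) initiates; reads at 0/10 min.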
Anesthetic bind – binds horse apoferritin like a general anesthetic; P02791; apoferritin/1-aminoanthracene competitive binding, fluorescence; Potency, µM (doses to about 77.5 µM), without a hit: top-dose activity change, negative = displacement, actives largely listed as inhibitors; hit rate 0.074% among 350,000; AID 485281; also: potency is read from the fitted curve at half-maximal effect; % is scaled to controls: 0 for no effect and ±100 for the full control effect; nearly all actives have a fitted effect of over 20% in size
Target sequence (P02791 2-175 limits assumed): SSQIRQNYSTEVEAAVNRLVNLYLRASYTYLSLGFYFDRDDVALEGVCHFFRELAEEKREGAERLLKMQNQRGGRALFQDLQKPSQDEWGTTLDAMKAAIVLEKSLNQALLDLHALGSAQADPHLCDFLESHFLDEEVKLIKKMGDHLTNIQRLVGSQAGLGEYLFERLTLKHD
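Apoferritin-based anesthetic binding model; compound displacement of fluorescent 1-AMA measured as endpoint fluorescence after 10 minutes at room temperature, scaled to free-ligand and complex controls.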
POLH inh – DNA polymerase eta (human) inhibition. recombinant Pol eta, fluorescent DNA replication assay. Potency, µM (top dose mostly 114 µM), without a hit: at the highest dose activity change, negative = inhibition, usual class: inhibitors. hit rate 1.2% among 390,000; also: potency is read from the fitted curve at half-maximal effect; % is scaled to controls: 0 for no effect and ±100 for the full control effect
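Pol eta (10 nM) was preincubated with compounds for 15 min at room temperature, after which fluorescent replication substrate (50 nM final) was added to start the reaction. Fluorescence was read kinetically at 0 and 10 min.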
APE1 inh – inhibitors of human APE1 endonuclease; Potency, µM (highest dose often 65.8 µM), inactives show at the top dose activity change, negative = inhibition, actives largely listed as inhibitors; recombinant APE1, TAMRA/BHQ-2 abasic DNA cleavage fluorescence; hit rate 0.35% among 350,000; P27695;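 also: potency is read from the fitted curve at half-maximal effect; plate controls were vehicle for no effect and reference inhibitor for full effect; nearly all actives have a fitted effect of over 55% in size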
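Compound pre-exposure to 0.75 nM APE1, 15 min at ambient temperature. Reaction initiated with 50 nM TAMRA/BHQ-2 THF substrate, read immediately in kinetic mode, 525 nm excitation, 598 nm emission.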
LDHA inh – blocks human lactate dehydrogenase A | purified LDHA, NADH/diaphorase-resazurin fluorescence; hits give low values | activity change, % (values are at about 110 or 230 µM) | hit rate 0.15% among 480,000; in the data active = activity change below about -30%; inconclusive = mostly about -25% to -30%;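 also: plate controls were DMSO wells for no effect and wells without enzyme for full effect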
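Enzyme activity of human lactate dehydrogenase 5 (2 nM; 0.06 mM NADH, 0.2 mM pyruvate, 5 min, RT) is measured via a resazurin/diaphorase fluorescence readout of residual NADH.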
Pol beta inh – DNA polymerase beta (human) inhibition; P06746; Pol beta primer extension/strand displacement, fluorescence kinetic; Potency, µM (top dose mostly 114 µM), inactives show top-dose activity change, negative = inhibition, hits mostly inhibitors; hit rate 1.3% among 340,000; AID 485314; also: potency is read from the fitted curve at half-maximal effect; % is scaled to controls: 0 for no effect and ±100 for the full control effect
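Pol beta (10 nM) was preincubated with compound for 15 min at room temperature. The reaction was then started with 50 nM substrate and read immediately and after a further 10 min at room temperature.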
Active calls of the source: *; ? = inconclusive; . = no result given; [ ] = dose if it differs, or a comment. Unless noted, calls follow the shape of the dose curve; as a rule, active = well fitted curve in the direction sought with a large enough effect; inconclusive = small, poorly fitted or top-dose-only effect, or another doubt; inactive = no such curve, though single readings can be large; an effect the other way counts as inactive or inconclusive. The list is partial; the hit share may differ from the screen's.

SMILES	Glioma ERSR ind	Pol iota inh	BLM helicase inh	POLK inh	Anesthetic bind	POLH inh	APE1 inh	LDHA inh	Pol beta inh
Cc1cccn2c(=O)c3cc(C(=O)N4c5ccccc5CC4C)n(C)c3nc12 (configuration not stated)	-3%	-6%	1%	3%	-8%	1%	-3%	0	15%
CC1CN(CC(=O)Nc2nc(-c3ccc(Cl)cc3)cs2)CC(C)O1 (configuration not stated)	1%	10%	.	-11%	.	-7%	.	-5	.
CN(Cc1ccccc1)c1nc(-c2ccc(F)cc2)cc(C(F)(F)F)n1	-2%	5%	-3%	8%	15%	-22%	.	8	24%
Cn1c(SCC(=O)Nc2ccccc2)nc(O)cc1=O	-9%	9%	-2%	?	-8%	-12%	-4%	2	6%
Cc1nc2scc(-c3ccco3)c2c(=O)n1/N=C/N(C)C	-4%	?	-2%	-15%	-6%	?	-7%	6	-3%
Cc1noc(/C=C/c2ccco2)c1S(=O)(=O)N1CCC(C(=O)N2c3ccccc3CC2C)CC1 (configuration not stated)	-5%	3%	-9%	-14%	-14%	-2%	-2%	3	-10%
CCN(C(=O)COC(=O)/C=C/c1cccc(Br)c1)C1CCS(=O)(=O)C1 (configuration not stated)	-1%	4%	-5%	-14%	-8%	3%	18%	-3	2%
COc1ccccc1NC(=O)C1CCOC1=O (configuration not stated)	-4%	14%	.	-20%	.	-15%	.	-10	.
Cc1ccc2nc(-c3ccsc3)c(NC3CCCC3)n2c1	-1%	4%	-6%	-3%	-4%	-6%	0%	-9	35%
CCc1ccc2oc(-c3cc(N=Cc4cccc(OC)c4O)ccc3O)nc2c1	-13%	9%	-3%	-15%	6%	-10%	-5%	9	-7%
N#Cc1c(-c2ccco2)nc(NCC2CCCO2)[nH]c1=O (configuration not stated)	-2%	10%	-1%	0%	-7%	-14%	-2%	-2	6%
O=S1(=O)N=C(Nc2ccc(S(=O)(=O)N3CCCCC3)cc2)c2ccccc21	-6%	1%	-2%	-7%	-17%	-14%	-3%	-4	-10%
Cc1cccc(N2CN=c3s/c(=C\c4ccccn4)c(=O)n3C2)c1	4%	155%[activator]	-1%	-3%	-2%	-14%	-1%	2	?
COc1cccc(CC2(CO)CCN(C(=O)NC3CCCCC3)CC2)c1	-1%	29%	-2%	0%	-10%	-21%	6%	-6	1%
O=C(c1ccc(OCC2CCCO2)cc1)N1CCN(S(=O)(=O)c2cccc(F)c2)CC1 (configuration not stated)	-2%	30%[activator]	.	0%	.	-4%	29%	1	.
CCN1CCN(C(=O)c2sc3nc(C)nc(N4CCC(C)CC4)c3c2C)CC1	-4%	6%	1%	-7%	-1%	-16%	1%	-7	-11%
CC1=C(c2ccc(C)c(C)c2)S(=O)(=O)N=C1N1CCN(c2cccc(C)c2)C(C)C1 (configuration not stated)	0%	10%	4%	-1%	-10%	-8%	.	-1	-1%
O=c1oc2ccccc2c(NC2CCCCC2)c1NS(=O)(=O)c1ccc(F)cc1	-5%	26%	-2%	4%	-16%	-2%	11%	0	3%
CC(=O)NCCc1ccc(C(=O)COC(=O)C2CCCCC2)cc1	-3%	4%	.	-9%	.	-23%	4%	-2	.
CCCN(C(=O)c1ccco1)c1nnc(-c2ccncc2)s1	-7%	-4%	-7%	7%	-6%	-13%	-5%	0	1%
O=C(O)c1ccc(-n2c(/C=C/c3cccc([N+](=O)[O-])c3)nc3ccccc3c2=O)cc1	-4%	?	-2%	-15%	37%[activator]	2%	-21%	-6	43%
COc1ccc(NC(=O)Cc2ccc(NC(=O)N3CCCCc4ccccc43)cc2)c(OC)c1	-3%	10%	-3%	0%	-16%	-20%	.	1	7%
O=C(Cc1ccccn1)c1ccc(Cl)cc1	-2%	6%	.	10%	.	-1%	25%	0	.
CCC(CO)NCc1ccc(OC2CCCC2)cc1 (configuration not stated)	-2%	8%	-11%	5%	-13%	-9%	5%	6	5%
Cc1ccc(OCc2ccc(-c3nc(C#N)c(NCc4ccccc4Cl)o3)o2)cc1	-8%	45%[activator]	-3%	6%	139%[activator]	-27%	.	5	0%
O=C(COC(=O)c1ccccc1C(=O)OCC(=O)NCCc1c[nH]c2ccccc12)NCCc1c[nH]c2ccccc12	-1%	-29%	.	-8%	.	-14%	32%	-8	.
CCOc1ccc(C(NC(=O)/C=C/c2ccco2)c2ccc(OC)c(OC)c2)cc1 (configuration not stated)	-3%	?	-4%	-9%	-8%	?	-5%	-5	?
COc1cc(OC)cc(-c2nnc(Sc3ccc(C=O)cc3[N+](=O)[O-])o2)c1	.	.	-9%	.	-13%	.	-4%	.	-1%
C=CCn1c(O)c(N=NC(=S)Nc2ccc(OC)c(Cl)c2)c2ccccc21	-4%	4%	-4%	-4%	-8%	-9%	3%	-2	7%
CCOC(=O)CSc1nc(C2CC2)cc(-c2ccc(Cl)cc2)c1C#N	-4%	23%	-4%	-11%	-7%	-15%	7%	-6	18%
COc1ccc(C)cc1S(=O)(=O)Nc1cccnc1	2%	2%	0%	-8%	-4%	-14%	-7%	-11	-4%
O=C(c1ccsc1)N1CCCC(N2CCN(c3ccccc3F)CC2)C1 (configuration not stated)	-1%	11%	0%	-6%	-4%	-6%	22%	-3	19%
O=C(O)c1ccccc1N1C(=O)C2C3c4ccccc4C(Br)(c4ccccc43)C2C1=O (configuration not stated)	-2%	7%	-2%	-11%	0%	0%	-4%	-3	19%
COCCCNC(CC(=O)Nc1ccc(OC)cc1OC)C(=O)O (configuration not stated)	-5%	-15%[58.9 µM]	-3%	-3%	-2%	-13%	5%	0	-4%
CC(C)CC(OC(=O)CC1Sc2ccccc2NC1=O)C(=O)NC1CCCC1 (configuration not stated)	-3%	40%[activator]	-6%	-2%	-20%	-10%	-1%	-5	?
Cc1ccc(NC(=O)C2CCN(S(=O)(=O)c3cccs3)CC2)cc1C	1%	10%	-8%	-15%	-13%	-8%	9%	-2	1%
Cc1cc(=O)[nH]c2c(C)cc(S(=O)(=O)N3CCOCC3)cc12	1%	-19%	.	17%	.	-5%	.	-1	.
CC1CCCC(NC(=O)c2cc(S(=O)(=O)N3CCOCC3)ccc2F)C1C (configuration not stated)	5%	5%	-2%	-9%	-14%	-5%	-7%	-7	8%
Cc1cccc(NC(=O)CN2C(=O)COc3ccc(Cl)cc32)c1C	-4%	18%	0%	18%	-2%	-4%	1%	-6	18%
Cc1nn(-c2ccccc2)c(C)c1S(=O)(=O)O	-1%	?	-6%	0%	3%	-6%	-1%	-1	?
CCOc1ccc(S(=O)(=O)N2CCC(C(=O)Nc3cccc(NC(C)=O)c3)CC2)cc1	-5%	38%[activator]	-2%	-14%	-4%	4%	53%[activator]	-3	-21%
Cc1ccc(OC(F)F)c(NC(=O)Nc2ccc3c(c2)OCO3)c1	-2%	19%	-9%	-17%	-15%	-4%	11%	-5	3%
COc1ccc(NC(=O)Cn2cc(S(=O)(=O)Cc3ccc(F)cc3)c3ccccc32)cc1OC	-4%	?	-19%	-20%	4%	50µM*	.	2	-25%
COc1ccc(N(CC(=O)NCc2ccco2)S(=O)(=O)c2ccc(OC)c(OC)c2)cc1	-3%	98%[activator]	-4%	11%	-11%	-12%	0%	16	17%
COC(=O)c1ccc(C(=O)OC)c(NS(C)(=O)=O)c1	-2%	47%[activator]	-2%	1%	-10%	-8%	4%	-2	15%
Nc1nc(NCc2ccco2)nc(Nc2ccccc2)c1[N+](=O)[O-]	-3%	-2%	-10%	-14%	3%	0%	?	-1	10%
O=c1cc(N2CCN(c3ccccc3)CC2)[nH]c(=O)n1C1CCCCC1	-5%	1%	-3%	-1%	-12%	14%	1%	1	0%
COc1ccc(C(=O)Nc2nnc(-c3cccs3)s2)cc1	-4%	-11%	1%	-1%	-1%	-16%	0%	-6	5%

Part of the list above in order of heavy-atom count, falling.
SMILES	Glioma ERSR ind	Pol iota inh	BLM helicase inh	POLK inh	Anesthetic bind	POLH inh	APE1 inh	LDHA inh	Pol beta inh
Cc1noc(/C=C/c2ccco2)c1S(=O)(=O)N1CCC(C(=O)N2c3ccccc3CC2C)CC1 (configuration not stated)	-5%	3%	-9%	-14%	-14%	-2%	-2%	3	-10%
CC(C)CC(OC(=O)CC1Sc2ccccc2NC1=O)C(=O)NC1CCCC1 (configuration not stated)	-3%	40%[activator]	-6%	-2%	-20%	-10%	-1%	-5	?
CN(Cc1ccccc1)c1nc(-c2ccc(F)cc2)cc(C(F)(F)F)n1	-2%	5%	-3%	8%	15%	-22%	.	8	24%
Cc1cccc(N2CN=c3s/c(=C\c4ccccn4)c(=O)n3C2)c1	4%	155%[activator]	-1%	-3%	-2%	-14%	-1%	2	?

Further compounds
SMILES	Glioma ERSR ind	Pol iota inh	BLM helicase inh	POLK inh	Anesthetic bind	POLH inh	APE1 inh	LDHA inh	Pol beta inh
O=C(Cn1cccc1C(=O)c1ccccc1)NCc1cccc(Cl)c1	2%	22%	-3%	0%	-2%	-12%	8%	1	4%
COc1cccc(/C=N/NC(=O)c2nc(-c3ccccc3)cc(-c3ccccc3)n2)c1	1%	17%	5%	-2%	-21%	?	-3%	-9	13%
O=C(N/C(=C/c1ccco1)C(=O)N1CCOCC1)c1ccccc1Br	-3%	21%	-1%	-10%	2%	-10%	11%	-2	18%
Cc1ccccc1NS(=O)(=O)c1ccc(C2CNC(=O)C2)cc1 (configuration not stated)	-1%	7%[58.9 µM]	2%	-17%	-2%	-4%	2%	-6	-23%
N#Cc1cccc(NS(=O)(=O)c2ccc(S(=O)(=O)N3CCOCC3)cc2)c1	-4%	6%	.	-17%	.	-11%	-14%	-3	.
O=C(O)CCCC[C@@H]1SC[C@H]2NC(=O)N[C@@H]12	0%	.	-1%	-6%[19.4 µM]	.	.	-4%	.	.
COc1ccc(NC(C)=O)cc1C	-6%	17%	-3%	-2%	-2%	1%	21%	-6	8%
CCC(CC)N=C1NS(=O)(=O)c2cc([N+](=O)[O-])ccc21	-5%	-4%	0%	-4%	-7%	-14%	1%	7	0%
C=C(C)c1cccc(C(C)(C)NC(=O)N2CCOCC2)c1	-1%	35%[activator]	-4%	-3%	0%	6%	-2%	-2	11%
